DAX1 inh-1 = DAX1 (NR0B1) inhibitors on StAR promoter, primary screen, cell-based, luminescence, SF-1 (NR5A1), full-length DAX-1; HEK293T StAR-luciferase reporter, SF-1/DAX-1 repression relief; inhibition, % at 6.8 µM; actives 1.1% (n = 370,000); AID 652010, 2013;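 active = inhibition above the mean over all tested compounds plus 3 SD, cut at about 3.6% in these data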;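 note: 0% = DAX-1 cells with DMSO and 100% = cells lacking DAX-1 with DMSO; higher inhibition means more luminescence from relief of DAX-1 repression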
FXN GAA850 act = FXN promoter activators, primary screen, cell-based, luciferase luminescence, HEK293 lucGAA850; HEK293 lucGAA850 FXN promoter luciferase reporter, 24 h; percent of 10 µM SAHA response; activation, % at 6 µM; actives 0.56% (n = 360,000); AID 540364, 2011;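 active = activation above the average of all compounds screened plus 3 SD, cutoff fixed separately per campaign, cut at about 7.5% in these data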;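 note: 0% = DMSO wells and 100% = 10 µM SAHA wells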
hcDAF12 agonist = H. contortus DAF-12 nuclear receptor activators, primary screen, cell-based, luminescence, HEK293, lit1-tk-luc reporter; AID 652067, 2013; actives 1.4% (n = 370,000); HEK293 hcDAF-12 lit1-tk-luc reporter; 0% DMSO, 100% Δ7-dafachronic acid; activation, % at 6.8 µM;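 active = activation above the mean of all tested compounds plus 3 SD, cut at about 5.5% in these data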;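 note: 100% = response to 3 µM Δ7-dafachronic acid high control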
GC-A act = GC-A stimulated cGMP production enhancers – HEK293 GC-A cells, cGMP TR-FRET, EC30 ANP, primary screen; Atrial natriuretic peptide receptor 1 (Homo sapiens), P16066; 0% at EC30 ANP, 100% saturating ANP; activation, % at 10 µM; actives 0.14% (n = 370,000); in the data active = activation above about 40%
hgDAF12 agonist = H. glycines DAF-12 receptor agonists, primary screen, cell-based, luminescence, HEK293, GAL4 fusion, UAS-luciferase; activation, % at 6.8 µM; Nuclear hormone receptor DAF-12 (Heterodera glycines), GAL4 fusion; actives 1.8% (n = 370,000); HEK293 GAL4-hgDAF12 UAS-luciferase reporter, agonist luminescence; normalized to butyrate control;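 active = activation above a cutoff set at the mean of all screened compounds plus 3 SD, cut at about 10% in these data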;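 note: 0% = DMSO wells and 100% = sodium butyrate wells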
ADAM10 inh = human ADAM10 inhibitors, primary screen, biochemical, QFRET, HTS | inhibition, % at 7 µM | recombinant ADAM10, EDANS/DABCYL FRET peptide cleavage, 3 h | actives 0.62% (n = 370,000);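 active = inhibition above a per-campaign cutoff equal to the mean of compounds falling between control-based bounds plus 3 SD, cut at about 20% in these data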;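 note: 0% = DMSO wells while the 100% control is not disclosed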
Target sequence (O14672 214-748 limits assumed): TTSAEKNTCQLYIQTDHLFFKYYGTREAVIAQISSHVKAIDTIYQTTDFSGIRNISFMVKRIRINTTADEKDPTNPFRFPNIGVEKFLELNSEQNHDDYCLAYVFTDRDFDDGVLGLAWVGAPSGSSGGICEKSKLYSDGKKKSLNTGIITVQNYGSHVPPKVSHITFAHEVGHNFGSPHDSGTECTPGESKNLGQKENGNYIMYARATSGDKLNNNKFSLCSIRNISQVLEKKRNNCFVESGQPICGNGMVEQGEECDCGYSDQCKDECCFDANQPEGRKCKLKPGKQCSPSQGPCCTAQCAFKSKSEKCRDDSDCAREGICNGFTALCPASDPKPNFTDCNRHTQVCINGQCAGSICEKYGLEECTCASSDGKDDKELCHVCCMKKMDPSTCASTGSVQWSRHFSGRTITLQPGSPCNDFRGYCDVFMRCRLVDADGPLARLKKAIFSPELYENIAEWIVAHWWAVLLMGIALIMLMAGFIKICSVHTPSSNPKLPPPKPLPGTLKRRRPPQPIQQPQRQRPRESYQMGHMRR
ADAM17 inh = ADAM17 inhibitors, primary screen, biochemical, QFRET | Disintegrin and metalloproteinase domain-containing protein 17 (Homo sapiens), P78536 | recombinant ADAM17, EDANS/DABCYL FRET peptide cleavage | inhibition, % at 6.95 µM | actives 0.83% (n = 370,000) | AID 720648, 2013;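 active = inhibition above the mean of compounds lying between control limits plus 3 SD, set per campaign, cut at about 8.5% in these data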;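 note: 0% = DMSO-only wells as the low control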
Target sequence (P78536 215-824 limits assumed): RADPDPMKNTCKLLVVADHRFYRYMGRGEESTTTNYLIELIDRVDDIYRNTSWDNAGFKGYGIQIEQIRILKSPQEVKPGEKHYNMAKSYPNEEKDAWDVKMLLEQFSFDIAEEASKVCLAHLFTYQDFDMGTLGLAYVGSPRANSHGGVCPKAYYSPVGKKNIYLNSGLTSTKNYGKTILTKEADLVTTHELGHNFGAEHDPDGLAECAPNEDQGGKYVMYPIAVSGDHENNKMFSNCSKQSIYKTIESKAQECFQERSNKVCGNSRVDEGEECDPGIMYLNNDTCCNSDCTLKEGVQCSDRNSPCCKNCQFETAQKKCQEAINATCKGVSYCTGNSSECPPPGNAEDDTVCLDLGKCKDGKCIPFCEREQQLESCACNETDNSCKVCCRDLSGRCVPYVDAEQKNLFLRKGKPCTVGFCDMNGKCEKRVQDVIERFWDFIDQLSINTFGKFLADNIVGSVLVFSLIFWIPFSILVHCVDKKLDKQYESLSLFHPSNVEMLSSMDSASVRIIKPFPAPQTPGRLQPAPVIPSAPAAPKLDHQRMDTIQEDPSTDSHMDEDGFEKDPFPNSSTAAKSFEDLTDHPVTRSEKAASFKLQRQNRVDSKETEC
DAX1 inh-2 = DAX1 (NR0B1) inhibitors, primary screen, cell-based, HEK293, Gal4-DAX1, luciferase luminescence | inhibition, % at 6.75 µM | AID 504766, 2011 | HEK293 Gal4-DAX1 luciferase reporter | actives 0.99% (n = 340,000) | Nuclear receptor subfamily 0 group B member 1 (Homo sapiens), P51843;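 active = inhibition above the mean over all tested compounds plus 3 SD, cut at about 4.2% in these data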;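 note: 0% = DAX1-transfected cells with DMSO and 100% = empty-vector control cells with DMSO; inhibition shows as a rise in luminescence from relieved DAX1 repression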
SMARCA2 activ = SMARCA2 (BRM) function activators, primary screen, cell-based, luminescence, high throughput; actives 1% (n = 370,000); AID 652017, 2013; MG213 cells, MMTV-luciferase reporter, dexamethasone, overnight; activation, % at 9.1 µM; in the data active = activation above about 7.8%;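 note: 0% = vehicle wells and 100% = reference activator wells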
ssDAF12 agonist = S. stercoralis DAF-12 nuclear receptor activators, primary screen, cell-based, luminescence, HEK293, GRIP1 co-expression, lit1-tk-luc | Nuclear hormone receptor DAF-12 (Strongyloides stercoralis) | HEK293 ssDAF-12/GRIP1 lit1-tk-luc reporter; % of 3 µM dafachronic acid response | activation, % at 6.8 µM | actives 1% (n = 370,000);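 active = activation above the mean over all tested compounds plus 3 SD, cut at about 0.9% in these data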;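 note: 0% = DMSO-only wells and 100% = 3 µM delta7-dafachronic acid wells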
PG9 binder = binders of HIV-1 gp120 antibody PG9, primary screen, biochemical, TR-FRET; inhibition, % at 6.7 µM; actives 0.43% (n = 360,000); TR-FRET gp120-PG9 antibody binding; HIV-1 gp120 / PG9 antibody interaction; in the data active = inhibition above about 8.5%
Starred values were filed as active, the others as inactive; i = inactive; x = no result given.

SMILES | DAX1 inh-1 | FXN GAA850 act | hcDAF12 agonist | GC-A act | hgDAF12 agonist | ADAM10 inh | ADAM17 inh | DAX1 inh-2 | SMARCA2 activ | ssDAF12 agonist | PG9 binder
CC(C)(C)c1ccc(C(=O)N2CCCC2)s1 | 0.7 | 3.0 | 0.2 | -0.5 | 1.9 | -1.1 | -0.7 | 5.8* | 0.4 | -0.3 | 1.6
CCc1ccc(OCC(O)CNC(C)(C)C)cc1 (stereo not given) | -0.1 | -1.2 | 0.6 | -0.3 | 0.7 | 9.1 | 2.6 | 1.1 | -1.2 | -0.7 | -0.8
O=C(CSc1nnc(-c2ccncc2)o1)c1cccc([N+](=O)[O-])c1 | -1.3 | 1.6 | 0.3 | -2.9 | -2.1 | 4.6 | 2.5 | 1.6 | -2.2 | -1.7 | -3.2
O=C1[C@@H]2CSCN2C(=O)CN1CCc1cccc(F)c1 | 0.2 | 2.4 | -0.8 | -1.9 | -0.6 | -3.1 | -1.5 | -0.4 | -0.9 | -1.2 | -1.5
Cc1c(C(=O)NCc2ccccc2CN2CCCC2)oc2ccccc12 | 1.2 | 2.4 | 1.3 | -0.1 | 2.2 | -11.3 | -4.6 | -0.4 | -1.4 | -1.1 | -1.5
O=C(CSc1nnc(-c2ccc(S(=O)(=O)N3CCCC3)cc2)o1)NCC1CCCO1 (stereo not given) | -0.3 | 0.8 | -0.1 | -0.2 | -2.2 | -3.5 | -5.1 | -0.7 | -0.8 | -0.9 | -1.0
CCC(C)NC(=O)CSC1=Nc2ccccc2C2=NC(CCC(=O)NCc3ccco3)C(=O)N12 (stereo not given) | -0.5 | -1.3 | -0.2 | -0.3 | -2.1 | -115.4 | -32.2 | 0.7 | -2.3 | -1.8 | 2.7
Cc1ccnc(NC(=O)CCNS(=O)(=O)c2ccc(C)c(C)c2)c1 | 16.4* | 3.8 | 9.8* | 2.1 | 17.1* | -14.4 | -2.8 | 0.9 | 1.4 | 0.7 | 0.1
Cc1c(NC(=O)CN2C(=O)NC(C)(c3ccc(Cl)cc3)C2=O)c(=O)n(-c2ccccc2)n1C (stereo not given) | -0.3 | 0.8 | 0.1 | 2.9 | 0.0 | 2.4 | -0.9 | -0.2 | 0.5 | -0.9 | -2.1
CC(=O)OC[C@@H]1CN(Cc2ccccc2)C[C@H](n2cnc3c(NCc4ccc(F)cc4)ncnc32)O1 | -1.0 | -2.1 | -0.1 | 2.2 | 0.6 | 0.6 | -0.9 | x | -0.9 | -1.1 | -0.4

Two entries from above, with values under each structure:
Screens in order – DAX1 inh-1 | FXN GAA850 act | hcDAF12 agonist | GC-A act | hgDAF12 agonist | ADAM10 inh | ADAM17 inh | DAX1 inh-2 | SMARCA2 activ | ssDAF12 agonist | PG9 binder
> O=C1[C@@H]2CSCN2C(=O)CN1CCc1cccc(F)c1
  0.2 | 2.4 | -0.8 | -1.9 | -0.6 | -3.1 | -1.5 | -0.4 | -0.9 | -1.2 | -1.5
> Cc1c(C(=O)NCc2ccccc2CN2CCCC2)oc2ccccc12
  1.2 | 2.4 | 1.3 | -0.1 | 2.2 | -11.3 | -4.6 | -0.4 | -1.4 | -1.1 | -1.5

(cont.)
SMILES | DAX1 inh-1 | FXN GAA850 act | hcDAF12 agonist | GC-A act | hgDAF12 agonist | ADAM10 inh | ADAM17 inh | DAX1 inh-2 | SMARCA2 activ | ssDAF12 agonist | PG9 binder
CCCCNC(=O)C1c2ccccc2OCC(=O)N1Cc1ccccn1 (stereo not given) | 0.1 | x | -1.3 | -1.5 | -0.4 | 0.3 | -1.0 | x | -0.5 | -0.3 | 0.4
COc1cccc(N(C(=O)c2ccco2)c2nc(-c3sc(NC(=O)c4ccco4)nc3C)cs2)c1 | -0.7 | -7.1 | -0.9 | 1.5 | 0.7 | 0.5 | 2.3 | 0.8 | 5.4 | -1.6 | -0.1
Cc1c(O)cnc2nn(-c3ccccc3)c(=N)n12 | -0.3 | x | 1.2 | 1.5 | -4.5 | i | i | x | -4.0 | -0.9 | 0.8
Cc1ccc(S(=O)(=O)N2CCOCC2)cc1C(=O)N1CCCCCC1 | 0.7 | 0.1 | -1.6 | -2.4 | -1.6 | 6.0 | -0.6 | 1.0 | -1.9 | -0.5 | -0.5
COC(=O)c1cc(NC(=O)Nc2ccccc2OC)cc(C(=O)OC)c1 | 0.4 | -0.5 | -0.1 | -35.1 | -2.0 | -11.2 | -5.5 | -1.1 | -1.3 | -1.1 | -1.6
Cc1ccccc1-c1cc(=O)c2ccccc2o1 | -0.2 | 0.1 | -2.7 | -3.8 | 0.6 | 0.7 | -3.8 | 0.8 | 1.8 | -1.5 | -0.3
COCc1cc(CNC(=O)C2CCC(=O)N(Cc3cccc(OC)c3)C2)[nH]n1 (stereo not given) | 1.4 | -0.1 | 0.3 | 2.3 | 3.1 | -4.1 | 0.5 | 0.4 | 1.1 | -1.3 | 0.3
O=C(O)c1cc(-c2ccc3c(c2)OCO3)nc2ccc(Br)cc12 | 0.0 | 0.7 | 0.3 | 10.2 | 1.6 | -9.6 | -3.5 | -1.1 | 3.9 | -0.7 | 20.3*
CCC(Sc1ncnc2sc(C)c(C)c12)C(=O)OC (stereo not given) | 0.5 | 1.8 | 1.4 | 0.4 | 1.0 | 0.0 | -0.2 | 0.9 | -3.3 | -0.9 | 0.1
Fc1ccc(OCCCCCn2ccnc2)cc1 | -0.8 | 1.1 | -2.4 | 4.3 | -4.2 | 10.2 | -0.2 | -2.1 | -5.1 | -1.3 | -0.2
CCC(c1nnnn1C(C)(C)C)N(Cc1ccco1)Cc1cc2cccc(C)c2[nH]c1=O (stereo not given) | -0.3 | 0.7 | -2.3 | -9.6 | -0.5 | -16.3 | -4.3 | 0.2 | -1.4 | -1.1 | 0.2
Cc1c(C)c2ccc(OCC(=O)N3CC[C@@]4(O)CCCC[C@H]4C3)cc2oc1=O | -2.0 | -1.2 | 0.9 | 1.9 | 0.7 | i | -152.5 | -1.0 | 0.5 | -1.7 | 0.8
Cc1[nH]nc(SCC(=O)NC2CCCCC2)c1[N+](=O)[O-] | 0.2 | 0.0 | -0.5 | -0.1 | 0.4 | 4.9 | -4.1 | 2.1 | -4.0 | -1.5 | 1.6
O=C(c1n[nH]c2ccccc12)N1CCN(S(=O)(=O)c2ccccc2)CC1 | -4.2 | 0.2 | -2.1 | -7.1 | -0.8 | -4.2 | 0.9 | 0.0 | 1.6 | -1.8 | -3.4
Clc1ccc2[nH]cc(-c3nnnn3-c3ccccc3)c2c1 | -1.7 | -1.5 | -2.4 | -24.3 | -1.4 | 15.9 | 8.9* | -1.4 | -1.1 | -1.9 | 1.0
O=C(COC(=O)C(O)c1ccccc1)NC12CC3CC(CC(C3)C1)C2 (stereo not given) | 0.4 | 1.2 | 0.0 | 0.4 | 0.6 | -13.3 | 0.7 | 0.2 | 1.4 | -0.5 | -1.2
Cc1cc(C(=O)OCC(=O)NC2(C#N)CCCCC2)c(C)o1 | 1.3 | 1.1 | -0.4 | -0.5 | -1.9 | -0.2 | -1.3 | 0.3 | -3.1 | -0.8 | -2.6
O=C1CN(C(=O)c2cc([N+](=O)[O-])ccc2Cl)C(c2ccccc2)c2cc(F)ccc2N1 (stereo not given) | -0.7 | 0.8 | -2.4 | -8.4 | -2.3 | -3.1 | 3.1 | -0.9 | -5.5 | -1.6 | -0.6
O=C(O)c1c(NC(=O)N2CCCC2)sc2c1CCCC2 | 0.1 | 1.9 | -0.2 | 1.0 | 0.6 | -12.4 | -5.5 | 1.4 | -1.9 | -0.3 | -0.6
O=C1OCc2cc(NC(=O)C3COc4ccccc4O3)ccc21 (stereo not given) | -0.2 | -0.8 | -2.5 | -0.5 | 2.4 | -5.1 | -0.3 | 0.6 | 0.1 | -1.1 | 0.9
COC(=O)Nc1nncs1 | -0.1 | 3.9 | -1.8 | 1.4 | -0.1 | -4.0 | -2.0 | 2.5 | 2.4 | -1.8 | 1.5
CC(=O)NCc1cccc(CNC(C)=O)n1 | 0.1 | 0.6 | 0.2 | -3.4 | 1.9 | 0.7 | 0.2 | 0.5 | -2.9 | -0.7 | -0.6
CC(OC(=O)c1ccc2c(=O)n3c(nc2c1)CCC3)C(N)=O (stereo not given) | 0.8 | 2.8 | -1.0 | 5.8 | -1.0 | -12.7 | -4.8 | 0.2 | -0.9 | -2.1 | -0.2
CNc1c(-n2cc(C(=O)OC)c(C(=O)OC)c2C(=O)OC)c(=O)n(C)c(=O)n1C | 0.0 | 2.0 | -0.1 | 1.9 | -2.2 | 5.0 | 1.2 | 0.7 | -3.0 | -1.0 | 2.4
COc1cc(CN2CCC(C(=O)NC(C)(C)C)CC2)ccc1OCc1ccccc1 | 1.8 | 2.6 | 0.9 | -1.3 | 2.4 | 13.6 | 2.2 | 1.3 | 3.2 | -1.1 | 1.3
Cc1ccc(Sc2c(C(=O)Nc3ccc(F)cc3F)c(C(F)(F)F)nn2C)cc1 | -0.2 | 1.4 | -0.6 | 6.9 | -0.1 | 7.7 | 1.0 | -0.8 | -2.7 | -1.7 | 0.5
Cc1ccc(S(=O)(=O)N(C)CC(=O)OCC(=O)c2c(N)n(C)c(=O)n(C)c2=O)cc1 | -1.1 | 2.8 | -1.1 | 3.9 | 1.2 | 6.0 | -4.2 | -0.3 | -0.4 | -1.1 | 3.4
COC(=O)c1cc(Sc2c(Cl)cccc2Cl)ccn1 | -1.0 | 0.5 | -1.5 | -3.9 | -0.9 | 0.7 | -3.5 | -2.4 | -1.7 | -1.6 | 1.2
C=CC12C=CC=CN1C(C(=O)OC)=C(C(=O)OC)C(C(=O)OC)=C2C(=O)OC (stereo not given) | -0.1 | 0.6 | -1.0 | 0.2 | 2.1 | -0.8 | -1.0 | 0.4 | -1.7 | -1.4 | 0.8
NS(=O)(=O)c1cccc(NC(=O)c2cccs2)c1 | -0.3 | -0.2 | -1.2 | 2.5 | 2.9 | -9.6 | -5.0 | 1.3 | -4.8 | -1.5 | 1.0

Grouped by structure, the entries above containing a COOH group.
SMILES | DAX1 inh-1 | FXN GAA850 act | hcDAF12 agonist | GC-A act | hgDAF12 agonist | ADAM10 inh | ADAM17 inh | DAX1 inh-2 | SMARCA2 activ | ssDAF12 agonist | PG9 binder
O=C(O)c1cc(-c2ccc3c(c2)OCO3)nc2ccc(Br)cc12 | 0.0 | 0.7 | 0.3 | 10.2 | 1.6 | -9.6 | -3.5 | -1.1 | 3.9 | -0.7 | 20.3*
O=C(O)c1c(NC(=O)N2CCCC2)sc2c1CCCC2 | 0.1 | 1.9 | -0.2 | 1.0 | 0.6 | -12.4 | -5.5 | 1.4 | -1.9 | -0.3 | -0.6

Screening results from PubChem.
